TbPYK inhibitor = blocks Trypanosoma brucei pyruvate kinase; 410,000 compounds, 0.12% hits; Potency, µM (top dose mostly 76.8 µM), inactives show at the highest dose activity, negative = inhibition, hits mostly inhibitors; TbPYK enzyme, Kinase-Glo Plus ATP luminescence, 45 min; AID 624173; Q57TT1; further: nearly all actives have a fitted effect of over 50% in size
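Luminescent Kinase-Glo Plus end-point after 45 min room-temperature reaction of T. brucei pyruvate kinase started with 130 uM ADP (final). Buffer TEA 50 mM pH 7.2 with KCl, MgCl2, BSA, Tween-20; titration-based qHTS with fitted concentration-effect curves.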
Sm TGR block = blocks Schistosoma mansoni thioredoxin glutathione reductase; Potency, µM (highest dose often 114 µM), for the others: top-dose activity change, negative = inhibition, hits mostly inhibitors; 360,000 compounds, 3% hits; Q962Y6; purified TGR, DTNB reduction, TNB absorbance 405 nm; further: nearly all actives have a fitted effect of over 60% in size
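TGR 20 nM + NADPH 100 uM (dispensed conc.), cpd preinc 15 min RT; start with NADPH (500 uM addition) then DTNB (15 mM addition). Kinetic TNB absorbance, 405 nm filter. Four-parameter Hill fit across titration.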
* = called active by the depositor; ? = inconclusive; [ ] = dose if it differs, or a comment. The call rests on the fitted dose curve; in most records, active means well fitted curve in the direction sought with a large enough effect; inconclusive means small, poorly fitted or top-dose-only effect, or another doubt; inactive means no such curve, though single readings can be large; an effect the other way counts as inactive or inconclusive. On the % scale 0 is the no-effect control and ±100 the full control effect; potency means the concentration at half of the fitted maximal effect. Some of the compounds tested; the hit share may differ from the screen's.

SMILES | TbPYK inhibitor | Sm TGR block
Cc1ccc(CNC(=O)Cn2cc3c(n2)-c2c(oc(C(=O)N4CCOCC4)c2C)CC3)cc1 | 2% | -11%
Cc1cccc(Oc2nc3c(c(=O)n(C)c(=O)n3C)n2Cc2ccccc2)c1C | 4% | 6%
Cc1ccc(-n2c3c(cc(-c4nc(-c5ccc(Cl)cc5)cs4)c2=O)C(=O)CC(C)(C)C3)cc1C | -2% | 7%
CCOc1cc(CNC(=O)CSc2n[nH]c(-c3ccccc3)n2)cc(OCC)c1OCC | 1% | -6%
CCCOc1cccc(C2c3c(oc4ccccc4c3=O)C(=O)N2c2nncs2)c1 (stereo unspecified) | 1% | 3%
CSc1ccc(CCNC(=O)Cn2c(C)c3cnn(-c4ccccc4)c(=O)c3c2C)cc1 | -5% | -4%
COc1cc(O)ccc1-c1nc2cc(C)ccn2c1Nc1ccccc1C | -7% | 7%
COc1cccc(CNC(=O)c2ccc(-c3nc(CSc4ccccc4)c(C)o3)cc2)c1 | -13% | 4%
Cc1ccc2oc(C(=O)Nc3sc4c(c3C(=O)NCc3ccccc3)CCCC4)cc(=O)c2c1 | 2% | 1%
COc1ccc(-c2nc(Cn3c(SCc4ccc(C)cc4)nc4cccnc43)c(C)o2)cc1OC | 4% | 5%
Cc1ccc(CNC(=O)CN(c2cc(C)cc(C)c2)S(=O)(=O)c2c(C)noc2C)cc1 | -1% | 2%
CCOc1ccc(CCNC(=O)c2cnc3sc(N4CCC(C)CC4)nn3c2=O)cc1 | -5% | 62%[activator]

(listing goes on)
SMILES | TbPYK inhibitor | Sm TGR block
CCOC(=O)c1c(S(=O)(=O)N2CCN(c3cccc(C(F)(F)F)c3)CC2)c(C)n(C)c1C | -4% | 1%
CCc1ccc(S(=O)(=O)c2cn(C)c3cc(N4CCCCC4C)c(F)cc3c2=O)cc1 (stereo unspecified) | 3% | -9%
Cc1ccc(C)c(Nc2nn3c(=O)c4ccc(C(=O)NCc5ccccc5)cc4nc3s2)c1 | 1% | 0%
CC(C)(C)c1ccc(C(=O)NCC(c2cccs2)S(=O)(=O)c2ccc(F)cc2)cc1 (stereo unspecified) | 2% | -31%
CCC(=O)N1CCc2cc(S(=O)(=O)NCCC(=O)Nc3ccc(C)cc3)ccc21 | -7% | -8%
CC(=O)c1cc(-c2ccccc2)n(CCC(=O)Nc2nc3c(C)cccc3s2)c1C | 1%[15.4 µM] | -1%
CCn1c(C(=O)NCc2cc(Br)ccc2OC)cc2oc3ccccc3c21 | 0% | 0%
CC(Sc1ncc(S(=O)(=O)c2ccc(C(C)C)cc2)c(N)n1)C(=O)Nc1ccccc1 (stereo unspecified) | -4% | ?
CCN(CC)C(=O)CSc1nc2ccccc2c(=O)n1Cc1ccco1 | 1% | -9%
Cc1n[nH]c(C)c1S(=O)(=O)N(CC(=O)NCc1ccccc1Cl)c1ccc(C(C)C)cc1 | 0% | 1%
COc1ccc(Cl)cc1CNCCSc1nnnn1-c1ccccc1 | -9% | -2%
COc1ccc(NC(=O)c2cc3c(=O)n(C)c4cc(Cl)ccc4c3s2)cc1Cl | 2% | 11%

Continuation.
SMILES | TbPYK inhibitor | Sm TGR block
CCn1c(C)c(C)c2cc(C(=O)NCCc3cc(OC)c(OC)c(OC)c3)ccc21 | -2%[15.4 µM] | -8%
CC(C)OC(=O)c1c(NC(=O)COc2cccc(Br)c2)sc2c1CCCC2 | 1% | 2%
CCN(C(=O)Cn1c(=O)oc2cc(S(=O)(=O)N3CCCCC3)ccc21)c1ccccc1 | -2% | -4%
COc1ccc(Cl)cc1NC(=O)c1ccc2nc(Cc3ccccc3)oc2c1 | -7% | -7%
O=c1c2cc3c(cc2nc2sc(Nc4ccccc4)nn12)OCO3 | 1% | 7%
Cc1ccc(NC(=O)c2cc3ccccn3n2)cc1F | 3% | 9%
O=C(CSc1nccn1Cc1ccc(F)cc1)NCc1ccccc1 | 7% | 2%
CC(=O)CSc1nnc2cc(C)c3cc(C)cc(C)c3n12 | -9% | -3%
Cc1oc(-c2cccc(Cl)c2)nc1CN1CCC(C(=O)NCCCN2CCN(c3ccccc3F)CC2)CC1 | 4% | 0%
Cc1cccc(Cn2c(=O)n(CC3CCC(C(=O)N4CCC(C)CC4)CC3)c(=O)c3sccc32)c1 (stereo unspecified) | 0% | 1%
CCCOc1ccc(C(=O)N(Cc2ccc(N(C)C)cc2)CC2CCCO2)cc1 (stereo unspecified) | 2% | ?
O=c1c2ccccc2nc(/C=C/c2cccc3ccccc23)n1-c1ccc(Cl)cc1 | -6% | -1%

Next part.
SMILES | TbPYK inhibitor | Sm TGR block
COc1ccc2c(CNC3CCCCCC3)c(C(=O)O)n(Cc3ccccc3F)c2c1 | 2% | 4%
CC(C)C(=O)c1cc2c(cc1NC(=O)c1ccccc1F)OCCO2 | 1% | 9%
Cc1cc(C)cc(OCC(=O)Nc2ccc(-c3nc4ccccc4s3)cc2)c1 | -5% | 2%
CC(C)c1ccc(NC(=O)c2cc(S(=O)(=O)N3CCc4ccccc4C3)ccc2F)cc1 | 2% | 2%
CCOC(=O)c1cnc2nc(NCc3ccc(OCC)cc3)[nH]n2c1=O | 4% | -6%
CCN(C(=O)CSc1nc2ccccc2n1CC(=O)NCc1ccc(OC)cc1)c1ccccc1 | 1% | 0%
COc1cccc(NC(=O)C2CCN(S(=O)(=O)c3c(C)noc3/C=C/c3cccs3)CC2)c1 | -1% | 11%
CCOc1ccc(CNC(=O)C2CCN(Cc3cc4ccccc4n3Cc3ccccc3C)CC2)cc1 | 1% | 8%
Cc1ccc(NC(=O)CN2C(=O)CN=C(c3ccccc3)c3ccccc32)cc1 | 0%[15.4 µM] | 6%
Cc1nn(-c2ccccc2)c2c1N(CC(=O)N1CCN(c3ccccc3F)CC1)C(=O)CS2 | 1% | -9%
Cc1ccccc1-c1nnc(CN2CCN(c3cc(Cl)ccc3C)CC2)o1 | 4% | 2%
O=C(C1CCN(S(=O)(=O)Cc2ccccc2)CC1)N1CCN(c2cccc(Cl)c2)CC1 | 3% | -10%

New compounds follow.
SMILES | TbPYK inhibitor | Sm TGR block
Cc1ccc2c(c1)-c1c(cnn1CC(=O)N1CCN(c3cc(Cl)ccc3C)CC1)CO2 | 4% | 6%
CCCN1C(=O)c2[nH]nc(-c3ccc(F)cc3)c2C1c1ccc(O)c(OCC)c1 (stereo unspecified) | -2% | 1%
CC1=C(C(=O)Nc2ccccc2)C(c2cccnc2)n2nc(SCc3ccccc3F)nc2N1 (stereo unspecified) | -1% | -17%
COC(=O)c1ccc(Cl)cc1NC(=O)N1CC=C(c2c[nH]c3ccccc23)CC1 | 4%[15.4 µM] | -22%
CCc1ccccc1Nc1nn2c(=O)c3ccc(C(=O)NC(C)C)cc3nc2s1 | 2% | 10%
Cc1ccc(NC(=O)c2ccc(CN3CC(=O)N4CCCCC4C3=O)cc2)cc1 (stereo unspecified) | 2% | 0%
Cc1ccc(C(=O)Nc2cc(-c3nc4cc(Cl)ccc4o3)ccc2C)c(C)c1 | 1% | -2%
Cc1oc(-c2ccccc2F)nc1CS(=O)(=O)CC(=O)N1CCN(c2ccc(Cl)cc2)CC1 | -4% | -17%
CCOC(=O)C(CC)Sc1ncnc2sc3c(c12)CCCC3 (stereo unspecified) | -3% | -4%
COc1cc(C(=O)Nc2nnc(CC(C)(C)C)s2)cc(OC)c1OC | -6% | 0%
COc1ccc(OC)c(Nc2sc(C(=O)c3ccccc3)c(N)c2S(=O)(=O)c2ccccc2)c1 | -8% | 1%
CCC(C)NC(=O)c1ccc2nc(CCc3ccccc3)oc2c1 (stereo unspecified) | 4% | -4%

Continued.
SMILES | TbPYK inhibitor | Sm TGR block
O=C(c1ccccc1)N1CCc2cc(CNS(=O)(=O)c3ccc(Cl)s3)ccc21 | -4% | 8%
Cc1oc(-c2ccc(Cl)cc2)nc1CS(=O)CC(=O)N1CCN(c2cccc(C(F)(F)F)c2)CC1 (stereo unspecified) | -8% | ?
Cc1ccc(-n2ncc3c(NCCCN(C)C)ncnc32)cc1Cl | -2% | 7%
Cc1ccc(N(C)C(=O)CN2C(=O)CCc3cc(S(=O)(=O)N4CCOCC4)ccc32)cc1 | 2% | -10%
CC1(C)N=C(SCc2ccccc2Cl)c2ccccc2N1 | 1% | -1%
CC(C)Nc1ccc(-c2nc(-c3ccncc3)no2)cc1[N+](=O)[O-] | 1% | -1%
COc1ccccc1-c1noc(-c2ccc(N3CCN(c4ccccc4)CC3)c([N+](=O)[O-])c2)n1 | -2% | 8%
Cc1ccccc1Cn1c(C(=O)O)c(CNCc2cccc(F)c2)c2ccccc21 | 4%[15.4 µM] | -16%
COCCNc1nc2c(S(=O)(=O)c3ccc(C)c(C)c3)nnn2c2ccc(Cl)cc12 | 2% | 6%
COc1ccc(NC(=O)NC(C)c2c(-n3cccc3)sc(C)c2C)cc1OC (stereo unspecified) | 0% | 0%
Cc1cccc(C(=O)N(Cc2ccccc2F)C2CCS(=O)(=O)C2)c1 (stereo unspecified) | -1% | -2%
Cc1cccc(CSc2nc3cccnc3n2Cc2ccc(C(=O)NCc3ccco3)cc2)c1 | 1% | -34%

In the list so far, these have a CF3 group.
SMILES | TbPYK inhibitor | Sm TGR block
CCOC(=O)c1c(S(=O)(=O)N2CCN(c3cccc(C(F)(F)F)c3)CC2)c(C)n(C)c1C | -4% | 1%
Cc1oc(-c2ccc(Cl)cc2)nc1CS(=O)CC(=O)N1CCN(c2cccc(C(F)(F)F)c2)CC1 (stereo unspecified) | -8% | ?

(more compounds)
SMILES | TbPYK inhibitor | Sm TGR block
COc1ccc(C(=O)c2cn(Cc3cccc(C)c3)c3cc4c(cc3c2=O)OCCO4)cc1OC | -5% | 7%
Cc1cccc(NC(=O)CSc2nc3ccc(NC(=O)COc4ccccc4C)cc3s2)c1 | 1% | 2%
CCCSc1ncc(Cl)c(C(=O)Nc2ccc(S(=O)(=O)N3CCC(C)CC3)cc2)n1 | 9% | 4%
COc1ccc(CC(=O)Nc2ccc(-c3nc4ccccc4s3)c(C)c2)cc1OC | 0% | 1%
CCCc1nn2c(=O)cc(COC(=O)c3cccc(NC(=O)CCc4ccccc4)c3)nc2s1 | 3% | 6%
CCc1cccc(N2C(=O)N(Cc3c(F)cccc3Cl)c3ccccc3S2(=O)=O)c1 | 4% | 0%
COc1cc2c(-c3ccc(C)cc3)nc3c(c(C)nn3-c3ccccc3)c2cc1OC | 0% | 0%
Nc1c(C(=O)Nc2ccc(F)cc2)sc2nc(-c3cccs3)cc(C(F)(F)F)c12 | 1% | -1%
CCCn1c2ccccc2c2cnn(CC(=O)Nc3ccccc3OC)c(=O)c21 | 4% | 0%
COc1ccc(Cn2ccc3nc(C)c(C(=O)N4CCN(c5cccc(OC)c5)CC4)cc3c2=O)cc1 | 4% | -9%
Cc1ccc(-n2nc(C)c3c(C(=O)NCCc4ccc(S(N)(=O)=O)cc4)cc(C)nc32)cc1 | -2% | 7%
CCOc1ccccc1CNS(=O)(=O)c1cc(-c2onc(C)c2C)ccc1OC | -8%[15.4 µM] | -5%

(list continues)
SMILES | TbPYK inhibitor | Sm TGR block
Cc1ccc(OCCCn2c(CCNC(=O)C3CCCCC3)nc3ccccc32)c(C)c1 | 0% | 2%
CN(C)CCNC(=O)CN1C(=O)COc2ccc(S(=O)(=O)N3CCCC3)cc21 | -2% | -2%
Cc1ccc(CSc2cn(CC(=O)N3CCCCC3)c3ccccc23)cc1 | -10% | -3%
CCCCCCn1c(CNC(=O)c2ccccc2)nc2ccccc21 | 3% | 6%
CCOC(=O)C(C)Sc1nnc2ccc3ccccc3n12 (stereo unspecified) | 4% | -3%
CCc1cccc(C)c1NC(=O)CN1C(=O)c2cccc3cccc1c23 | -1% | 2%
Cc1cc2oc(C(=O)Nc3ccc(S(=O)(=O)N4CCC(C)CC4)cc3)cc(=O)c2cc1C | 1% | 2%
CCOC(=O)c1ccccc1NC(=O)CCc1c(C)nc2c(c1C)c(=O)n(C)c(=O)n2C | 5% | 1%
O=C(Nc1ccc(C(=O)N2CCN(c3ccccc3F)CC2)cc1)c1nsc2ccccc12 | -6% | 6%
CCN(CC)S(=O)(=O)c1ccc2c(c1)N(CC(=O)Nc1c(C)cccc1C)C(=O)CO2 | -1% | 1%
CSc1ccc(C2c3c(oc4ccccc4c3=O)C(=O)N2CCCN2CCOCC2)cc1 (stereo unspecified) | 0% | -4%
CCOC(=O)c1c(N)n(-c2cccc(OC)c2)c2nc3ccccc3nc12 | 7% | 35%
O=C(CSc1n[nH]c(-c2ccccc2Cl)n1)N1CCN(c2ccc(F)cc2)CC1 | 2% | -3%
CCc1ccc(C(=O)CC2(O)C(=O)N(CCc3ccccc3)c3ccc(Cl)cc32)cc1 (stereo unspecified) | 2% | -5%
O=C(Cn1ncc2c3ccccc3n(Cc3cccc(Cl)c3)c2c1=O)N1CCCCCC1 | -7% | 3%

Compound profiles (already shown). Order of screens: TbPYK inhibitor | Sm TGR block
`CSc1ccc(C2c3c(oc4ccccc4c3=O)C(=O)N2CCCN2CCOCC2)cc1` (stereo unspecified) across the screens: 0% | -4%
`CCCCCCn1c(CNC(=O)c2ccccc2)nc2ccccc21` across the screens: 3% | 6%
`Cc1ccc(OCCCn2c(CCNC(=O)C3CCCCC3)nc3ccccc32)c(C)c1` across the screens: 0% | 2%
`O=C(CSc1n[nH]c(-c2ccccc2Cl)n1)N1CCN(c2ccc(F)cc2)CC1` across the screens: 2% | -3%

Screens (PubChem)
